# Screening results from PubChem.
# GPR35 arrestin U2OS: GPR35 antagonists blocking zaprinast-driven arrestin recruitment, primary screen, imaging, U2OS, beta-arrestin-GFP, zaprinast agonist (AID 2058). U2OS GPR35 beta-arrestin-GFP translocation imaging, zaprinast antagonism; higher % means a stronger effect. inhibition, % at 10 µM; hits with a dose series show IC50 in µM. actives 0.052% (n = 290,000);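 active = inhibition of at least 50% with at least 30 cells and total cytoplasm GFP at most 10,000,000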
# NS5 inhibitors: flavivirus cap methylation enzyme inhibition – biochemical, confirmation dose response, primary screen (AID 588689); inhibition, % at 25 µM, or IC50 in µM where a hit was titrated; Dengue-2 NS5 methyltransferase capping enzyme assay, biochemical; higher % means a stronger effect; actives 0.3% (n = 340,000); in the data active = a potency from the dose series
# Autophagy mod: alters autophagy in cells; calls only at 10 µM (by protocol); AID 463193; actives 0.98% (n = 190,000); MEF GFP-LC3 puncta imaging; test concentration mostly 10 µM;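 active = percentage of spot-positive cells more than 3 SD above its plate mean, without a fluorescence outlier flag or 80% toxicity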;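 note: spot-positive cell cutoff set from DMSO-treated cells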
# AID2073: inhibitors of Mint1-CaV2.2 protein interaction, biochemical, HTRF (AID 2073); HTRF protein-protein interaction, Mint1-CaV2.2; higher % means a stronger effect; inhibition, % at 20 µM; hits with a dose series show IC50 in µM; actives 0.19% (n = 290,000); in the data active = inhibition mostly above about 51%, no sharp cut-off; note: some results filed as inactive read as strong as hits
# RSV CPE inhibition: inhibition of RSV-induced cytopathic effect – HEp-2 cells, primary 10 µM value included (AID 2391) | actives 0.13% (n = 310,000) | HEp-2 cells, RSV-induced CPE inhibition; higher % means a stronger effect | one-dose CPE inhibition, % at 10 µM; IC50 in µM for titrated hits; in the data active = a potency from the dose series; note: strong numbers were not always called active
# WT yeast gro inh: growth inhibition of WT yeast, mitochondrial fusion screen; mitochondrial fusion phenotypic screen, WT strain; inhibition, % at 10 µM; actives 2.1% (n = 190,000); AID 1362; in the data active = inhibition above about 58%; tested in S. cerevisiae
# LYP inhibition: inhibitors of LYP phosphatase, biochemical, fluorescence intensity, uHTS (AID 1779). recombinant LYP phosphatase, fluorescence intensity; higher % means a stronger effect. inhibition, % at 11.5 µM; hits with a dose series show IC50 in µM. actives 0.054% (n = 290,000); in the data active = inhibition above about 50%;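 note: plate controls were vehicle with enzyme for no effect and no enzyme for full effect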
# NTR1 ag: agonists of NTR1, primary screen, imaging, U2OS cells, beta-arrestin-GFP, high content (AID 493036). activation, % at 20 µM. P30989. NTR1-U2OS beta-arrestin-GFP spot imaging, agonist mode. actives 0.17% (n = 330,000);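 active = activation at or above 40% of the spot to cytoplasm intensity ratio, with at least 20 cells analyzed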;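 note: 0% = DMSO without peptide and 100% = 100 nM NTR1 peptide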
# Target sequence (P30989 whole entry, looked up): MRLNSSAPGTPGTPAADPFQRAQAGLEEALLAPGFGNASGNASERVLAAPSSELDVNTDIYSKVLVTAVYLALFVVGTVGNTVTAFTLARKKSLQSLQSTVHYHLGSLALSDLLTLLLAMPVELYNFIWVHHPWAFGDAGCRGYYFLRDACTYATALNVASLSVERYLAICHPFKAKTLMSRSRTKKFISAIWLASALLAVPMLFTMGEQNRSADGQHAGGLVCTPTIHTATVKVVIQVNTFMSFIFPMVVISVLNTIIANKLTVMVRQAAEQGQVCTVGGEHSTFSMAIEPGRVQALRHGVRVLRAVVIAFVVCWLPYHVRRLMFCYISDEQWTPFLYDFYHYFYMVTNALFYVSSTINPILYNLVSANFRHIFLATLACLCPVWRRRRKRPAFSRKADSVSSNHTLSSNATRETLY
# UTI89 phage lysis: protection from phage-mediated lysis, alamar blue read-out – E. coli UTI89, K1F phage, bacterial capsule biogenesis inhibitors (AID 488966); E. coli UTI89 K1F phage lysis, alamar blue, 2 h; higher % means a stronger effect; one-dose inhibition, % at 100 µM; IC50 in µM for titrated hits; actives 0.02% (n = 340,000);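 active = phage lysis inhibition, versus mean bacterial control, above a set limit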;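 note: capsule biogenesis inhibitors block K1F phage lysis so surviving cells raise fluorescence; higher fluorescence means more inhibition of phage lysis; actives were called in the ten point dose series up to 300 µM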
# WT yeast gro inh mutant strain: second read-out of WT yeast gro inh, no call of its own (marks repeat the call); inhibition, %; mitochondrial fusion phenotypic screen, mutant strain inhibition
# Autophagy mod cell loss 18 h: second read-out of Autophagy mod, no call of its own (marks repeat the call); toxicity, %; measured here: cell loss, nuclei count;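 cell loss after 18 h compound exposure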
# NTR1 ag cell count 20 µM: also measured in NTR1 ag; calls as there; cell count; measured here: cell count, cytotoxicity flag
# NS5 inhibitors pilot replicate: also measured in NS5 inhibitors; calls as there; inhibition, %; measured here: pilot screen replicate inhibition
# * = called active by the depositor; i = inactive; . = not tested or not shown; [ ] = remark or other dose.
# Sample of the layout:
SMILES,GPR35 arrestin U2OS,NS5 inhibitors,Autophagy mod,Autophagy mod cell loss 18 h,AID2073,RSV CPE inhibition,WT yeast gro inh,WT yeast gro inh mutant strain,LYP inhibition,NTR1 ag,NTR1 ag cell count 20 µM,UTI89 phage lysis,others
CC(NC(=O)CCNS(=O)(=O)c1ccc2c(c1)oc(=O)n2C)c1ccccc1 (stereo not given),25%,-7%,.,.,8%,0.3%,.,.,-9%,-1.7,50,0.3%,
CC(=O)Cn1ncc(N(C)Cc2ccccc2)c(Cl)c1=O,-13%,-3%,.,.,11%,3.7%,.,.,-4%,1.5,84,-0.2%,

# The listing, previewed entries included:
SMILES,GPR35 arrestin U2OS,NS5 inhibitors,Autophagy mod,Autophagy mod cell loss 18 h,AID2073,RSV CPE inhibition,WT yeast gro inh,WT yeast gro inh mutant strain,LYP inhibition,NTR1 ag,NTR1 ag cell count 20 µM,UTI89 phage lysis,others
CC(NC(=O)CCNS(=O)(=O)c1ccc2c(c1)oc(=O)n2C)c1ccccc1 (stereo not given),25%,-7%,.,.,8%,0.3%,.,.,-9%,-1.7,50,0.3%,
CC(=O)Cn1ncc(N(C)Cc2ccccc2)c(Cl)c1=O,-13%,-3%,.,.,11%,3.7%,.,.,-4%,1.5,84,-0.2%,
CCCCC(=O)N=c1sc2cc([N+](=O)[O-])ccc2n1C,2%,3%,i,-1,11%,13%,-10,14,1%,1.8,49,0.0%,
CCc1cc(=O)[nH]c(SCc2cccc3ccccc23)n1,21%,7%,.,.,-4%,4.5%,.,.,-6%,2.5,68,-0.1%,
COC(=O)[C@H](C)NC(=O)c1cc2c(cn1)[nH]c1ccccc12,11%,-25%,.,.,6%,0.7%,.,.,-5%,3.3,90,-0.1%,
Cc1cccc2c(=O)c(Br)c(C)n(Cc3ccccc3)c12,2%,1%,i,-1,3%,-0.6%,-8,6,-2%,9.6,46,-0.7%,
O=C(N/C(=C\c1ccc([N+](=O)[O-])cc1)C(=O)N1CCOCC1)c1ccco1,4%,-1%,.,.,2%,0.5%,.,.,-7%,0.0,48,0.6%,
COc1ccc(-c2c(NC(=O)c3ccco3)oc3ccccc3c2=O)cc1,9%,-1%,.,.,10%,-0.3%,.,.,-8%,-0.2,74,-0.1%,
COC(=O)CSc1nnc(CNC(=O)c2ccc(OC)c(OC)c2)n1C,-11%,-1%,i,24,-7%,1.4%,-2,0,-3%,0.2,63,0.4%,
CCOc1ccc(CCNC(=O)c2nccnc2C(=O)O)cc1OCC,11%,-3%,.,.,-8%,-0.6%,.,.,-3%,1.0,91,0.1%,
CCc1ccccc1NC(=O)/C(C#N)=C/c1ccc(Sc2ccccc2)o1,-12%,-8%,i,-14,3%,14%,37,9,-2%,-1.2,85,0.1%,
CN1C(=O)C(C)(C)c2cc(S(=O)(=O)NCC(=O)NCc3ccccc3)ccc21,-4%,-2%,.,.,-5%,2.6%,.,.,-2%,4.3,69,3.4%,
Cc1noc(C)c1COC(=O)c1cc2c(C)nn(-c3ccc(F)cc3)c2s1,11%,-10%,.,.,4%,0.7%,.,.,3%,0.3,85,0.6%,
Cc1ccc(-n2cc(S(=O)(=O)c3ccc(C)cc3)[nH]c2=O)cc1,-1%,1%,i,3,-5%,0.7%,-7,9,5%,-1.0,29,-0.1%,
COc1ccc(COC(=O)Nc2cn(C)nc2C(F)(F)F)cc1,-20%,-9%,i,16,17%,1.4%,6,2,1%,4.7,40,0.2%,

# Four entries out of the list, sorted by formula weight, smallest number first:
SMILES,GPR35 arrestin U2OS,NS5 inhibitors,Autophagy mod,Autophagy mod cell loss 18 h,AID2073,RSV CPE inhibition,WT yeast gro inh,WT yeast gro inh mutant strain,LYP inhibition,NTR1 ag,NTR1 ag cell count 20 µM,UTI89 phage lysis,others
Cc1cccc2c(=O)c(Br)c(C)n(Cc3ccccc3)c12,2%,1%,i,-1,3%,-0.6%,-8,6,-2%,9.6,46,-0.7%,
CCOc1ccc(CCNC(=O)c2nccnc2C(=O)O)cc1OCC,11%,-3%,.,.,-8%,-0.6%,.,.,-3%,1.0,91,0.1%,
CCc1ccccc1NC(=O)/C(C#N)=C/c1ccc(Sc2ccccc2)o1,-12%,-8%,i,-14,3%,14%,37,9,-2%,-1.2,85,0.1%,
CC(NC(=O)CCNS(=O)(=O)c1ccc2c(c1)oc(=O)n2C)c1ccccc1 (stereo not given),25%,-7%,.,.,8%,0.3%,.,.,-9%,-1.7,50,0.3%,

# Following part
SMILES,GPR35 arrestin U2OS,NS5 inhibitors,Autophagy mod,Autophagy mod cell loss 18 h,AID2073,RSV CPE inhibition,WT yeast gro inh,WT yeast gro inh mutant strain,LYP inhibition,NTR1 ag,NTR1 ag cell count 20 µM,UTI89 phage lysis,others
Cc1nnc(NC(=O)CSc2nnc(CCNC(=O)c3ccccc3F)n2C)s1,15%,-10%,.,.,0%,1.4%,.,.,-2%,-0.4,35,0.4%,
CCOCCCNC(=O)C1CCN(S(=O)(=O)c2ccc3nc4c(c(C(=O)O)c3c2)CCCCC4)CC1,1%,5%,.,.,-2%,0.1%,.,.,-9%,0.3,67,0.1%,
Cc1ccc(-c2cc(C(=O)N3CCc4ccccc4C3)no2)cc1,-7%,0%,i,-15,1%,17%,21,15,4%,4.4,79,0.0%,
O=C(O)c1cc(-c2cccc([N+](=O)[O-])c2)nc2ccccc12,-15%,-6%,.,.,-5%,0.8%,.,.,-5%,-1.4,51,0.0%,
O=C(c1ccc(F)cc1F)N1CCN(c2ccccn2)CC1,-11%,-1%,.,.,3%,0.4%,.,.,-13%,-1.7,41,0.4%,
NS(=O)(=O)c1ccc(CCNC(=O)C2CCCCN2S(=O)(=O)c2ccccc2)cc1 (stereo not given),9%,-4%,i,3,-2%,-0.3%,2,13,-8%,-2.4,84,0.5%,
CSCCC(NS(=O)(=O)c1ccc2c(c1)oc(=O)n2C)C(=O)NC1CCCc2ccccc21 (stereo not given),-14%,-3%,i,12,6%,1.3%,-9,-14,-5%,-1.5,97,-1.2%,
O=C(NCc1ccccc1)NC1(C(=O)Nc2ccc3c(c2)OCCO3)CCCCC1,5%,1%,i,2,11%,0.7%,-6,1,-9%,-1.5,85,0.0%,NS5 inhibitors pilot replicate=-2.1
Cc1ccc(CNC(=O)C2CC(c3cccc([N+](=O)[O-])c3)=NO2)o1 (stereo not given),-1%,5%,i,-33,18%,2.1%,26,8,-1%,-0.1,97,0.0%,
CC(=O)N1CC=CC1(C)C(=O)NCc1cc(F)cc(C(F)(F)F)c1 (stereo not given),-8%,4%,i,4,2%,-1.2%,-5,-8,-7%,0.7,47,0.5%,
CN1C(=O)N(S(=O)(=O)c2ccc(F)c(F)c2F)C(=O)C1(C)C,16%,2%,i,-11,-1%,1.1%,18,1,-8%,-1.2,86,0.3%,
CN(C)/C=N/c1c(C#N)cnn1C,12%,0%,i,3,1%,5.2%,0,-1,-3%,-0.4,65,0.1%,
CCOc1ccc(-c2n[nH]c(=S)n2Cc2ccccc2)cc1,2%,9%,.,.,-7%,1.9%,.,.,-6%,0.7,60,1.5%,
CCOc1ccc(Nc2ncnc3c2cnn3C)cc1,11%,-1%,.,.,16%,0.7%,.,.,-11%,-0.2,62,-0.2%,
COc1cccc(NC(C)(C)c2nnnn2-c2c(C)cccc2C)c1,20%,.,.,.,3%,2.8%,.,.,-6%,1.3,62,.,
NSc1nc(N)c2nc(-c3ccccc3)c(-c3ccccc3)nc2n1,0%,30%,i,-23,7%,0.9%,-14,-12,0%,5.2,78,-1.4%,
Cc1nc(CSc2ccc(Cl)cc2)cc(N2CCOCC2)n1,-8%,-5%,i,-4,1%,0.8%,7,-8,6%,0.9,61,-0.2%,
O=C(NC1CC1)c1ccc2c3c(cccc13)CC2,1%,-8%,i,3,0%,1.8%,-14,-14,-7%,-0.4,55,2.0%[50 µM],
COc1ccc(CN2CCN(C3CCC3)CC2CCO)cc1C (stereo not given),12%,-9%,.,.,-2%,0.2%,.,.,-1%,-0.5,43,-2.3%,
COCCNc1nc2sc3c(c2c(=O)n1Cc1ccco1)CCCCC3,2%,.,i,13,6%,0.3%,6,21,-7%,3.8,80,1.6%,
O=C(Nc1ncc([N+](=O)[O-])s1)C1COc2ccccc2O1 (stereo not given),-8%,-4%,.,.,-12%,4.3%,.,.,-8%,0.1,53,0.0%,
NS(=O)(=O)c1cccc(NC(=O)c2cccs2)c1,-9%,4%,.,.,8%,0.8%,.,.,-4%,2.3,58,0.2%,
Cc1c(Cl)ccc2c(C(=O)Nc3cc(C(C)(C)C)on3)cc(-c3ccccn3)nc12,-6%,-1%,.,.,27%,-1.4%,.,.,-1%,1.6,55,0.1%,
Cc1ccccc1COc1ccc(/C=C(\C#N)C(N)=O)cc1,-15%,1%,i,-23,0%,3.4%,5,-6,8%,9.3,56,0.2%,
Nn1c(SCc2ccc(F)cc2)nnc1-c1ccncc1,4%,.,.,.,-11%,2.4%,.,.,-8%,-0.6,57,.,
C#Cc1ccc2c(c1)COc1c3ccccc3nn1-2,.,0%,.,.,.,-2.0%,.,.,.,5.6,96,-0.8%,
c1n[nH]c(NCc2ccc3c(c2)OCO3)n1,1%,-1%,i,-5,-2%,0.0%,77*,23*,-7%,4.3,97,0.2%,NS5 inhibitors pilot replicate=1.8
CC(C)C(=O)Nc1cc(C(F)(F)F)ccc1-n1ccnc1,-5%,-2%,i,8,-6%,1.1%,3,10,-8%,-1.1,38,0.1%,
Clc1ccc(-c2csc3ncnc(Cl)c23)cc1,10%,-2%,i,25,22%,10%,18,-9,0%,3.4,34,0.8%,
CC(C)(C)NC(=O)CN(C(=O)C(=O)Nc1ccc2c(c1)OCCO2)C1CC1,5%,-10%,.,.,-3%,0.8%,.,.,-12%,0.6,47,-0.1%,
CNC(=O)CSc1nnc(SCCC(=O)O)s1,13%,-1%,i,-13,-3%,1.6%,-14,-16,-8%,0.1,61,2.7%,
COc1ccc(-c2csc(NC(=O)c3ccc(S(C)(=O)=O)cc3)n2)cc1,-9%,-8%,i,-15,16%,2.0%,24,-4,-2%,-0.7,62,-0.4%,

# In the list so far, 2 have a tert-butyl group:
SMILES,GPR35 arrestin U2OS,NS5 inhibitors,Autophagy mod,Autophagy mod cell loss 18 h,AID2073,RSV CPE inhibition,WT yeast gro inh,WT yeast gro inh mutant strain,LYP inhibition,NTR1 ag,NTR1 ag cell count 20 µM,UTI89 phage lysis,others
Cc1c(Cl)ccc2c(C(=O)Nc3cc(C(C)(C)C)on3)cc(-c3ccccn3)nc12,-6%,-1%,.,.,27%,-1.4%,.,.,-1%,1.6,55,0.1%,
CC(C)(C)NC(=O)CN(C(=O)C(=O)Nc1ccc2c(c1)OCCO2)C1CC1,5%,-10%,.,.,-3%,0.8%,.,.,-12%,0.6,47,-0.1%,
